Source: PubChem
Cycloheximide cs – counter-screen for Shiga toxin inhibitors: cycloheximide protein synthesis inhibition | max response, % | 300,000 tested, 12% active | cell reporter, cycloheximide protein synthesis inhibition counterscreen; in the data active = max response mostly above about 13%, no sharp cut-off; inactive = mostly below about 14%; note: read at 38.3 µM for the half of the compounds with a filed dose; 0% is about no effect
Shiga toxin inh – blocks Shiga toxin action in Vero cells; 290,000 tested, 9.2% active; Vero cells, Shiga toxin protein synthesis inhibition reporter; inhibition, % at 38.7 µM; in the data active = inhibition mostly above about 28%, no sharp cut-off; inactive = mostly below about 43%; note: 0% is about no effect
Tb PYK inh – inhibitors of Trypanosoma brucei pyruvate kinase; Q57TT1; TbPYK enzyme, Kinase-Glo Plus ATP luminescence, 45 min; Potency, µM (titrated, usually from 76.8 µM), for inactives: at the highest dose activity, negative = inhibition, hits mostly inhibitors; 410,000 tested, 0.12% active; AID 624173; note: potency is the fitted concentration of half-maximal effect; % is set by controls: 0 for no effect and ±100 for the full control effect; nearly all actives have a fitted effect of over 50% in size
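Activity of T. brucei pyruvate kinase was followed by Kinase-Glo Plus luminescence after the enzyme reacted 45 min at room temperature with 130 uM ADP (final) and substrate. Test compounds were added before ADP at multiple concentrations.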
AmpC inh no detg – blocks E. coli AmpC beta-lactamase in detergent-free assay | AmpC nitrocefin hydrolysis, absorbance 480 nm, 0.0001% Triton | Potency, µM (series often up to 57.1 µM), for the others: at the highest dose activity change, negative = inhibition, actives largely listed as inhibitors | 330,000 tested, 0.52% active | AID 485341;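 note: potency is the fitted concentration of half-maximal effect; plate controls were no compound for no effect and no enzyme for full effect; nearly all actives have a fitted effect of over 20% in size; some results filed as inactive show a strong effect at the top dose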
Target sequence (P00811 whole entry, looked up): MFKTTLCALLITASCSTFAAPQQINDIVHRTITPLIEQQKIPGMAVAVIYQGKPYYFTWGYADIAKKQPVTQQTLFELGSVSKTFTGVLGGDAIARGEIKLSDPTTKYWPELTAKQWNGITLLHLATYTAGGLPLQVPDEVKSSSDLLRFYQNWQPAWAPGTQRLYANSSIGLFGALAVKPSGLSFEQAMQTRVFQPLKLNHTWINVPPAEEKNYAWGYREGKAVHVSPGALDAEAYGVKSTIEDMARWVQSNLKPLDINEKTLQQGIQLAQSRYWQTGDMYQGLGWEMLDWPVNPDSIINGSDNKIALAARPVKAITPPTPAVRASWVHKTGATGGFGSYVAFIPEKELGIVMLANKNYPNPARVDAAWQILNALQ
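20 mM phosphate pH 7.0 + 0.01% (detergent screen) or 0.0001% Triton X-100; 5.3 nM AmpC reagent; cpd preinc 15 min RT; nitrocefin (800 uM stock) to start; A480 q20 s × 4 min; Activity was normalised to no-enzyme and no-compound control wells.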
Pf growth 48h – P. falciparum growth inhibition at 48 hours (one generation). P. falciparum luciferase growth in erythrocytes, 48 h. Potency, µM (highest dose often 28.7 µM), without a hit: at the top dose activity change, negative = inhibition, actives largely listed as inhibitors. 310,000 tested, 5.9% active. AID 504832; note: potency is the fitted concentration of half-maximal effect; % is set by controls: 0 for no effect and ±100 for the full control effect
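First compound was added to culture medium, then infected red cells at 0.1% parasitemia and 2% hematocrit (final). After incubation at 37 C under 5% CO2, luciferase detection reagent was dispensed and light output recorded.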
Pf growth 96h – inhibits malaria parasite growth, 96 h; P. falciparum luciferase reporter growth, 96 h; Potency, µM (doses to about 28.7 µM), for inactives: at the highest dose activity change, negative = inhibition, actives largely listed as inhibitors; 320,000 tested, 6.9% active; AID 504834; note: potency is the fitted concentration of half-maximal effect; % is set by controls: 0 for no effect and ±100 for the full control effect
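96 h incubation, 37 C, 5% CO2, of luciferase-reporter P. falciparum-infected RBCs (2% hematocrit, 0.05% parasitemia final) with test compounds; endpoint luminescence.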
LmPK inhibitor – blocks Leishmania mexicana pyruvate kinase activity; purified LmPK, Kinase-Glo ATP luminescence, 1 h; Potency, µM (doses to about 57.5 µM), for the others: top-dose activity change, negative = inhibition, hits mostly inhibitors; AID 1721; 290,000 tested, 0.37% active; Q27686; note: potency is the fitted concentration of half-maximal effect; % is set by controls: 0 for no effect and ±100 for the full control effect
Target sequence (Q27686 whole entry, looked up): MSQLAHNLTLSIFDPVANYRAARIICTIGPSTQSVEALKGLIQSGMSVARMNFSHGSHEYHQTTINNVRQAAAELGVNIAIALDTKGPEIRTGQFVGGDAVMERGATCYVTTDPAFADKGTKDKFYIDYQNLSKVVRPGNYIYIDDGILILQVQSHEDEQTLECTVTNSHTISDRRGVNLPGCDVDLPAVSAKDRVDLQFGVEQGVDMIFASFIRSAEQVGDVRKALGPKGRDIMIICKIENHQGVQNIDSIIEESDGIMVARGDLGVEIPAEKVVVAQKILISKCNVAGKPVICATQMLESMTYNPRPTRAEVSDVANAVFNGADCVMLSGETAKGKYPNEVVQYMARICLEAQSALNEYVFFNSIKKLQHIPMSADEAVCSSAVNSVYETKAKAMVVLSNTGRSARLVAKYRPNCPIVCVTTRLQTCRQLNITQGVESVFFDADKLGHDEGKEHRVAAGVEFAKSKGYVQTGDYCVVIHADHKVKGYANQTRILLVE
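In 50 mM imidazole pH 7.2 with 7 mM MgCl2, LmPK (0.1 nM) turned over PEP (0.5 mM) and ADP (0.1 mM) for 1 h at room temperature. Luciferase read-out of ATP.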
An asterisk follows results filed as active; ? = inconclusive; nt = no result given; & = joins results of further samples; [ ] = another dose, or the depositor's remark. Unless noted, calls come from the whole dose curve; as a rule, active = well fitted curve in the direction sought with a large enough effect; inconclusive = small, poorly fitted or top-dose-only effect, or another doubt; inactive = no such curve, though single readings can be large; an effect the other way counts as inactive or inconclusive.

Codes: A = Cycloheximide cs; B = Shiga toxin inh; C = Tb PYK inh; D = AmpC inh no detg; E = Pf growth 48h; F = Pf growth 96h; G = LmPK inhibitor
COc1cc(OC)cc(C(=O)NNC(=O)C2CCCC2)c1
  A: 2.6; B: -8.3; C: 4.5%; D: -13.7%; E: 14.0%; F: 47.1%[activator]; G: 0.6%

Cc1ccnc2nc(C(=O)OCC(=O)N(CC(C)C)CC(C)C)nn12
  A: 10.2; B: 7.8; C: 7.7%; D: -11.4%; E: -7.9%; F: 6.4%; G: -1.6%

COc1ccc(-c2nc3cnccn3c2Nc2ccc(C)cc2)cc1
  A: 1.2; B: 2.8; C: -5.9%; D: ?; E: ?; F: ?; G: 2.1%

Cc1ccccc1Cn1c(=O)n(CCC(=O)NCc2ccc3c(c2)OCO3)c(=O)c2ccccc21
  A: -2.0; B: -9.4; C: 5.5%; D: -17.2%; E: nt; F: 4.65µM*; G: 9.6%

COc1cc(C(=O)N2C[C@@H]3CCC[C@H]2C3)ccc1OC1CCN(C(C)=O)CC1
  A: -3.1; B: -18.6; C: 0.0%; D: 26.8%; E: -13.4%; F: 3.0%; G: -9.3%

CN(C)CCN(Cc1ccccc1)C(=O)C1CCN(c2ncnc3c2nc2n3CCCCC2)CC1
  A: 2.7; B: -7.7; C: -3.9%; D: 159.8%[activator]; E: ?; F: -23.2%; G: 1.7%

O=C(Nc1cccc(Cl)c1)/C(=C\c1cccnc1)NC(=O)c1ccco1
  A: -5.4; B: -3.3; C: 0.5%; D: -23.1%; E: -13.7%[5.75 µM]; F: 11.1%[5.75 µM]; G: 0.4%

N#C/C(=C(\O)CCl)c1nnc2n1CCCCC2
  A: -0.9; B: -1.4; C: -8.4%; D: -14.0%; E: nt; F: ?; G: 2.8%

CN1CCN2c3ccc(N)cc3CC3(C(=O)NC(=O)NC3=O)C2C1 (stereo not drawn)
  A: -2.7; B: 16.4; C: -1.9%; D: -10.9%; E: ?; F: -3.2%; G: -0.6%

Cc1cccc(N2C(=O)C3C4CC(=O)C(c5ccccc54)C3C2=O)c1C (stereo not drawn)
  A: -1.3; B: -18.0; C: 0.2%; D: 50.0%; E: 17.0%; F: 38.1%[activator]; G: 5.5%

COC(=O)[C@H](C)NC(=O)Nc1ccc(C)c(C)c1
  A: -2.8; B: -6.8; C: -2.3%; D: -19.4%; E: 3.4%; F: nt; G: -1.4%

CCN(CC)CCCN1CC(=O)N2[C@@H](Cc3c([nH]c4ccccc34)C2(C)C)C1=O
  A: -2.9; B: 5.1; C: 0.5%; D: 18.1%; E: 29.9%; F: 34.0%[activator]; G: -13.1%

CSc1nc2ncc(-c3ccsc3)c(N)n2n1
  A: 48.8*; B: 62.2*; C: -10.5%; D: -9.2%; E: 35.3%[activator]; F: 59.6%[activator]; G: 1.7%

CCCCCCSc1cc(-c2nc3cnccn3c2NCc2ccccc2)ccc1OC
  A: nt; B: nt; C: -0.1%; D: 7.0%; E: 7.38µM*; F: 5.86µM*; G: nt

COCCn1c(SCC(=O)N2CCCCC2)nc2c([nH]c3ccccc32)c1=O
  A: 9.2; B: -7.7; C: 1.3%; D: 17.7%; E: 11.7µM*; F: ?; G: 5.2%

c1ccc2nc(-c3nc4ccccc4[nH]3)ccc2c1
  A: 14.3*; B: 22.2; C: ?; D: -15.5%; E: 29.8%; F: nt; G: 4.47µM*

c1ccc(C2=Nn3c(nnc3-c3n[nH]c4c3CCC4)SC2)cc1
  A: 4.9; B: -6.9; C: 0.7%; D: -31.7%; E: nt; F: ?; G: 7.6%

Cc1ccc(S(=O)(=O)NCc2ccc(/C=C(/C#N)C(=O)NCc3ccccc3)o2)cc1
  A: 3.7; B: -4.1; C: -17.7%; D: -19.7%; E: 0.2%; F: 8.6%; G: 1.5%

[N-]=[N+]=NCCN1CCN(CCc2ccccc2)CCC1=O
  A: -1.9; B: 6.4; C: -3.6%; D: 31.7%; E: 16.5%; F: ?; G: 1.2%

CC(C)CCCN1C(Nc2ccccc2)=NC[C@@H]1C
  A: -0.5; B: -7.7; C: -3.8%; D: -20.4%; E: 4.0%; F: 2.1%; G: -2.6%

Cc1ccc(NC(=O)C2CCCCC2)cc1C
  A: nt; B: nt; C: 2.7%; D: -22.6%; E: ?; F: 30.6%[activator]; G: nt

COc1ccc(-c2cc(C(=O)Nc3cc(OC)cc(C(=O)Nc4cccc(C(F)(F)F)c4)c3)[nH]n2)cc1
  A: 2.1; B: 16.0; C: 2.9%&-2.8%; D: 28.2µM*; E: 1.85µM*; F: 1.31µM*; G: 2.3%

N#CCOc1coc(CN2CCN(c3cccc(Cl)c3)CC2)cc1=O
  A: 11.3; B: -10.8; C: 21.7%; D: 0.7%; E: 2.5%; F: ?; G: -9.0%

CCC(C)C(NC(N)=O)C(=O)Nc1ccc(C(=O)OC)cc1 (stereo not drawn)
  A: 4.9; B: 1.8; C: -3.6%; D: -25.4%; E: 80.1%[activator]; F: -9.6%; G: 2.0%

CCN1CCN(c2ccc(S(=O)(=O)N3CCCCC3)cc2NC(=O)COc2ccc(Cl)cc2)CC1
  A: nt; B: nt; C: -15.7%; D: 71.7%[activator]; E: 8.28µM*; F: ?; G: nt

COc1cccc(CNCc2ccc(C(=O)O)cc2)c1OC
  A: 4.9; B: -8.1; C: -4.6%; D: -5.9%[2.29 µM]; E: 13.2%; F: 20.5%; G: -1.3%

O=C(O)C(=O)/C(=C\c1ccccc1)c1ccc2ccccc2n1
  A: 34.2*; B: 88.8*; C: 3.8%; D: -13.0%; E: nt; F: 393.5%[activator]; G: 6.5%

COc1ccc(C(C)C)cc1S(=O)(=O)Nc1ccc(Cl)cn1
  A: 8.4; B: 34.8; C: 2.8%; D: -30.1%; E: 2.4%; F: nt; G: 2.5%

O=c1[nH]c(O)c(C=NCCc2ccccc2)c(=O)[nH]1
  A: -0.3; B: -5.5; C: -2.3%; D: -6.1%; E: 24.0%; F: 25.5%; G: 0.1%

c1cncc(CNc2ncnc3ccc(-c4ccco4)cc23)c1
  A: nt; B: nt; C: nt; D: -21.8%; E: ?; F: ?; G: nt

Reformatted as tab-separated lines: two of the compounds above
SMILES	Cycloheximide cs	Shiga toxin inh	Tb PYK inh	AmpC inh no detg	Pf growth 48h	Pf growth 96h	LmPK inhibitor
COc1ccc(-c2cc(C(=O)Nc3cc(OC)cc(C(=O)Nc4cccc(C(F)(F)F)c4)c3)[nH]n2)cc1	2.1	16.0	2.9%&-2.8%	28.2µM*	1.85µM*	1.31µM*	2.3%
N#CCOc1coc(CN2CCN(c3cccc(Cl)c3)CC2)cc1=O	11.3	-10.8	21.7%	0.7%	2.5%	?	-9.0%

(listing goes on)
Codes: A = Cycloheximide cs; B = Shiga toxin inh; C = Tb PYK inh; D = AmpC inh no detg; E = Pf growth 48h; F = Pf growth 96h; G = LmPK inhibitor
Cc1ccc(C(c2c(C)nn(-c3ccccc3)c2N)c2c(C)nn(-c3ccccc3)c2N)cc1
  A: -3.6; B: -7.1; C: -10.7%; D: 235.6%[activator]; E: 10.4µM*; F: 13.1µM*; G: -0.3%

COc1cccc(CNC(=O)CCNS(=O)(=O)c2ccc3c(c2)oc(=O)n3C)c1
  A: 3.7; B: 4.1; C: 3.0%&-9.0%; D: -8.9%; E: -23.9%; F: ?; G: 8.7%

CCOC(=O)C1(Cc2ccccc2)CCCN(C(=O)c2cnn(CC)c2)C1 (stereo not drawn)
  A: 28.9*; B: 73.4*; C: -0.3%; D: 0.0%; E: 13.8%; F: ?; G: 0.7%

Cc1ccc(C(=O)N/C(=C/c2ccc(F)cc2)C(=O)NCc2ccncc2)cc1
  A: 0.8; B: -9.6; C: -9.3%; D: -1.8%; E: -8.7%; F: ?; G: -3.0%

COc1ccc(CCN2CCCC(CN(C)Cc3cc(OC)ccc3OC)C2)cc1 (stereo not drawn)
  A: -2.0; B: 18.8; C: -8.3%; D: 5.9%; E: ?; F: 14.7µM*; G: 3.3%

CCOC(=O)Cc1nnc(Nc2ccc(C)cc2C)c2ccccc12
  A: -3.8; B: -13.3; C: -11.6%; D: -26.3%; E: 2.0%; F: 4.65µM*; G: 0.3%

CC(C)C12CN3CC(C(C)C)(CN(C1)C3c1ccccc1)C2O (stereo not drawn)
  A: -3.2; B: -7.8; C: 4.2%; D: -34.2%; E: 2.0%; F: 12.3%; G: 1.2%

O=C(OCC(=O)N1CCCCC1)c1c[nH]c(=O)[nH]c1=O
  A: 2.1; B: 6.6; C: 1.9%; D: -17.4%; E: 1.8%; F: 9.7%; G: 0.8%

Cc1cc(C(=O)CN2C(=O)C(=O)N(CC(C)C)C2=O)c(C)n1-c1ccccc1F
  A: 16.9*; B: 60.9; C: 5.8%; D: -2.5%; E: -9.6%; F: 30.6%[activator]; G: 1.8%

O=C(CCCC(=O)N(CC(=O)NC1CCCCC1)c1ccccc1F)Nc1ccccn1
  A: -4.0; B: -1.4; C: -1.4%; D: 10.4%; E: -9.3%; F: ?; G: 4.3%

CCOC(=O)c1ccc(NC(=S)N(CCCN2CCCC2)Cc2cccs2)cc1
  A: -2.1; B: -10.3; C: -2.0%; D: -9.8%; E: 0.0%; F: ?; G: -1.0%

COc1ccc(Cl)cc1NC(=O)CCCN1C(=O)CCC1=O
  A: -1.4; B: -5.1; C: 0.2%; D: -2.7%; E: nt; F: 0.8%; G: -0.6%

COc1ccc(S(=O)(=O)N2CCN(CC(=O)NC3CCCC3)CC2)cc1
  A: -2.1; B: -5.5; C: -12.8%; D: 2.8%; E: -7.2%; F: ?; G: -2.7%

Cc1cccc(OCCSCc2nc3ccccc3[nH]2)c1
  A: -1.5; B: -8.9; C: -4.7%; D: -37.6%; E: ?; F: ?; G: 2.0%

Cc1cc(OCC(=O)NCc2cccnc2)c2c(C)c(Cc3ccccc3)c(=O)oc2c1
  A: -2.7; B: 19.6; C: -1.6%; D: 10.1%; E: ?; F: ?; G: -5.5%

COc1ccccc1NC(=O)Nc1cc(NC(=O)Nc2ccccc2OC)c(C)nc1C
  A: -2.8; B: -4.7; C: -11.4%; D: -13.9%; E: ?; F: 6.57µM*; G: 0.3%

O=C(COCc1nc2ccccc2c(=O)[nH]1)NCC1CCCCC1
  A: -1.5; B: 8.9; C: 1.8%; D: -10.0%; E: -9.9%; F: 10.3%; G: 0.9%

Cc1c(C(N)=O)c(N)c(C(=O)c2ccccc2)n1-c1ccccc1
  A: -1.2; B: -7.3; C: 1.9%; D: -10.8%; E: nt; F: -29.6%; G: 10.7%

CC1(c2cccs2)CC(c2cccs2)=C(C#N)C(=O)N1 (stereo not drawn)
  A: 11.1; B: -7.3; C: 0.6%; D: -30.7%; E: -5.9%; F: -40.5%; G: -0.8%

CCC(C)C(NC(=O)C1CCC(C)CC1)C(=O)Nc1cc(OC)ccc1OC (stereo not drawn)
  A: 5.1; B: -8.1; C: 2.0%; D: 15.3%; E: nt; F: 32.7%; G: 8.9%

CN(c1ccc(C(=O)Nc2ccc(S(=O)(=O)N3CCCC3)cc2)cc1)S(C)(=O)=O
  A: 1.9; B: 6.8; C: -5.0%; D: 1.5%; E: -15.3%; F: ?; G: 1.1%

Cn1c(CN2CCCC(C(=O)c3ccc4c(c3)OCO4)C2)nc2ccccc21 (stereo not drawn)
  A: 4.9; B: 0.6; C: 0.4%; D: 39.0%; E: ?; F: 9.28µM*; G: 10.7%
